Compound activity: PubChem BioAssay, National Center for Advancing Translational Sciences (NCATS)
RGS4 inh = Inhibitors of Regulator of G Protein Signaling (RGS) 4: qHTS. Transcreener GDP fluorescence polarization, RGS4-accelerated GTP hydrolysis. AID 504845, 2011. 390,000 tested, 0.039% active. Potency, µM (top dose mostly 114 µM), without a hit: at the top dose activity change, negative = inhibition, most hits filed as inhibitors. Regulator of G-protein signaling 4 (Homo sapiens), P49798; further: on the % scale 0 is the no-effect control and ±100 the full control effect; nearly all actives have a fitted effect of over 75% in size; some results filed as inactive show a strong effect at the top dose
Target sequence (P49798 whole entry, looked up): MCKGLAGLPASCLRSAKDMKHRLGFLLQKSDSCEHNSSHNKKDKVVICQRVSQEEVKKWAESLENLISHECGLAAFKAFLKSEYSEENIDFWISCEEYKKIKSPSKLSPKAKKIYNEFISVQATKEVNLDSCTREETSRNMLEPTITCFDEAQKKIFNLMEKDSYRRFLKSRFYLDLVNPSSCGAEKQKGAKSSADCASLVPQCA
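MLSMR compounds (23 nl, pin-transferred) preincubated 10 min at room temperature with a 500nM (2x) first reagent, then RGS4 at 900nM (2x) plus Transcreener GDP mix added; fluorescence polarization (620/688 nm) read before and after 90 min at 30 °C.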
rTrxR1 inhibitor = qHTS Assay for Inhibitors of Mammalian Selenoprotein Thioredoxin Reductase 1 (TrxR1): qHTS; Potency, µM (doses to about 114 µM), inactives show at the top dose activity change, negative = inhibition, hits mostly inhibitors; recombinant rTrxR1, NADPH fluorescence consumption, selenite substrate; AID 588453, 2011; 390,000 tested, 1% active; Thioredoxin reductase 1, cytoplasmic (Rattus norvegicus), O89049; further: on the % scale 0 is the no-effect control and ±100 the full control effect; nearly all actives have a fitted effect of over 65% in size
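Rat TrxR1 (90 nM in the dispensed reagent) was pre-reduced with 400 uM NADPH for 5 min at room temperature, then incubated with compound for 15 min. After 400 uM selenite was added, NADPH fluorescence (Ex 340/Em 450 nm) was followed for 8 min.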
ALOX12 inh = Primary qHTS assay for inhibitors of human arachidonate 12S-lipoxygenase (ALOX12): Round 2; Polyunsaturated fatty acid lipoxygenase ALOX12 (Homo sapiens), P18054; purified 12hLO, xylenol orange hydroperoxide absorbance; Potency, µM (titrated, usually from 108 µM), without a hit: top-dose activity change, negative = inhibition, most hits filed as inhibitors; 580,000 tested, 1.1% active; further: on the % scale 0 is the no-effect control and ±100 the full control effect
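Purified human 12hLO at 150 nM in 25 mM Hepes, 0.01% Triton X-100, pH 7.0, preincubated 15 min at room temperature with compound. Reaction started with 40 uM arachidonic acid, 30 min at room temperature. Hydroperoxide measured by Fe-xylenol orange, 573/405 nm absorbance ratio.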
Pin1 inh = qHTS Assay to Find Inhibitors of Pin1. Peptidyl-prolyl cis-trans isomerase NIMA-interacting 1 (Homo sapiens), Q13526. Potency, µM (doses to about 115 µM), for the others: at the top dose activity, negative = inhibition, most hits filed as inhibitors. Pin1 FP peptide displacement, HiFluor488, 10 min. 390,000 tested, 0.009% active; active means well fitted inhibition curve with a large enough effect in the polarisation, with a control signal flat, not every such curve was filed as active; inconclusive means small, poorly fitted or top-dose-only effect, or effect the other way, or a change in a side signal; inactive means no such curve, though single readings can be large or run the other way; the % refers to the polarisation; further: on the % scale 0 is the no-effect control and ±100 the full control effect
Target sequence (Q13526 whole entry, looked up): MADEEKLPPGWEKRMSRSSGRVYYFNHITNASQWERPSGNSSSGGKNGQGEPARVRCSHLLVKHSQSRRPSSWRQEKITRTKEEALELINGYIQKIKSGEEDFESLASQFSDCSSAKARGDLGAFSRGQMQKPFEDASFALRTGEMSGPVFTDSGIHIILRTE
GLS inh = qHTS for Inhibitors of Glutaminase (GLS); Potency, µM (top dose mostly 45.5 µM), for the others: top-dose activity change, negative = inhibition, hits mostly inhibitors; GLS enzymatic activity, qHTS titration; 410,000 tested, 0.21% active; further: on the % scale 0 is the no-effect control and ±100 the full control effect
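Compounds were pin-transferred onto hKGA, after which L-glutamine (1 mM solution) and a detection mix of glutamate oxidase, HRP and Amplex Red were added. Initial and 30 min RT fluorescence reads were collected.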
ERG-DNA inh = qHTS for Small Molecule Inhibitors of the ERG Ets/DNA interaction | 370,000 tested, 0.028% active | fluorescence polarization, His-ERG Ets domain / labelled DNA | Potency, µM (top dose mostly 76.9 µM), for the others: at the highest dose FP activity, negative = inhibition, actives largely listed as inhibitors; active means well fitted inhibition curve with a large enough effect in the polarisation, with a control signal flat; inconclusive means small, poorly fitted or top-dose-only effect, or effect the other way, or a change in a side signal; inactive means no such curve, though single readings can be large or run the other way; the % refers to the polarisation;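 further: polarization taken with two DNA probes labelled with fluorescein and Texas red; % of control where 0% means no effect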
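His-tagged ERG Ets domain (1 uM in the protein solution; 300mM KCl, 50mM Tris-HCl, 1mM EDTA, 1mM DTT, pH 7.5) received compound, then a probe mix of 5 nM fluorescein-DNA and 100nM Texas-615-DNA. Fluorescence polarization was read for both dyes.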
JMJD2A Tudor inh = qHTS Assay for Inhibitors of JMJD2A-Tudor Domain; Lysine-specific demethylase 4A (Homo sapiens), O75164; AlphaScreen JMJD2A-Tudor / H3K4me3 peptide binding; Potency, µM (top dose mostly 114 µM), for the others: at the top dose activity change, negative = inhibition, usual class: inhibitors; 390,000 tested, 4.4% active; further: on the % scale 0 is the no-effect control and ±100 the full control effect; nearly all actives have a fitted effect of over 50% in size
Tb PGK inh = qHTS Assay to Find Inhibitors of Phosphoglycerate Kinase. Phosphoglycerate kinase, glycosomal (Trypanosoma brucei brucei), P07378. PGK/GAPDH coupled, Kinase-Glo luminescence, 60 min. Potency, µM (titrated, usually from 57.5 µM), for the others: at the top dose activity change, negative = inhibition, most hits filed as inhibitors. 380,000 tested, 0.043% active. AID 602233, 2012; further: on the % scale 0 is the no-effect control and ±100 the full control effect; nearly all actives have a fitted effect of over 60% in size
Target sequence (P07378 whole entry, looked up): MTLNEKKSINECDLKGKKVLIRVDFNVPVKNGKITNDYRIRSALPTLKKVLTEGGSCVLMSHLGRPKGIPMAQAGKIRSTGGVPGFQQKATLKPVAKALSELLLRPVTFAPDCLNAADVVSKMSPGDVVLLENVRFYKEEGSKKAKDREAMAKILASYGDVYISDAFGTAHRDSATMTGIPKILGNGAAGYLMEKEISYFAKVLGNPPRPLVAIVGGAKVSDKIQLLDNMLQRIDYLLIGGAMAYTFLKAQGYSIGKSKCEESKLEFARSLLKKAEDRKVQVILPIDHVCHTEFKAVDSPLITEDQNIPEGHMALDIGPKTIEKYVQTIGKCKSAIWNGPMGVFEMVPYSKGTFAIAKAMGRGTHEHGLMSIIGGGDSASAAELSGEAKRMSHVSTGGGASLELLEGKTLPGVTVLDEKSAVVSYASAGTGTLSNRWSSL
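Recombinant glycosomal PGK reaction used 1,3-bisphosphoglycerate generated in-well by GAPDH (100nM final) in 100mM TEA pH 7.6, 5mM MgCl2, 0.01% Tween-20. After 60 minutes at room temperature, ATP was read by Kinase-Glo Plus luminescence end-point.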
HP1b binding inh = HTS for Inhibitors of HP1-beta Chromodomain Interactions with Methylated Histone Tails | Chromobox protein homolog 1 (Homo sapiens), P83916 | AlphaScreen HP1-beta / biotin-H3K9me3 peptide binding | Potency, µM (series often up to 114 µM), inactives show at the highest dose activity change, negative = inhibition, usual class: inhibitors | 390,000 tested, 0.56% active | AID 540317, 2011; further: nearly all actives have a fitted effect of over 70% in size; inactives centre near 23
Target sequence (P83916 whole entry, looked up): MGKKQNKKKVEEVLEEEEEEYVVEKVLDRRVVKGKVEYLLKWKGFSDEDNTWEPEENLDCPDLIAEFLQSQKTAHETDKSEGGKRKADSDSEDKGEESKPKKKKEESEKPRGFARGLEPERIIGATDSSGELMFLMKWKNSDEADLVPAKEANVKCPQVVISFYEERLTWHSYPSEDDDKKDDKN
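AlphaScreen: HP1-beta (50 nM) preformed 30 min with biotin-H3(1-18)K9me3 peptide (50 nM) in PBS pH 7.4, 0.01% Tween-20. Compound added for 30 min at RT, then streptavidin donor/nickel chelate acceptor beads (10 ug/mL) for 30 min.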
Starred values were filed as active, the others as inactive; i = inactive; ? = inconclusive; / = no result given; & = joins results of further samples; [ ] = another dose, or the depositor's remark. Unless noted, the call rests on the fitted dose curve; in most records, active means well fitted curve in the direction sought with a large enough effect; inconclusive means small, poorly fitted or top-dose-only effect, or another doubt; inactive means no such curve, though single readings can be large; an effect the other way counts as inactive or inconclusive. Potency means the concentration at half of the fitted maximal effect.

SMILES | RGS4 inh | rTrxR1 inhibitor | ALOX12 inh | Pin1 inh | GLS inh | ERG-DNA inh | JMJD2A Tudor inh | Tb PGK inh | HP1b binding inh
COc1ccc(Cl)c(Cn2c(NCCCN(C)C)nc3c2c(=O)n(C)c(=O)n3C)c1 | -5% | -9% | ? | 2% | 14% | -9% | -17% | -3% | 4%
COc1cccc(-c2nc(SCC(=O)NC3CCCC3)c(-c3ccc(C)cc3)[nH]2)c1 | 6% | 1% | 0% | 18% | 5% | 1% | ? | i | 4%
Cc1ccc(CNC(=O)C2CCCN(S(=O)(=O)c3ccc(-n4cnnn4)cc3)C2)cc1 (stereo unspecified) | 12% | 39%[activator] | ? | 28% | 4% | 14% | -20% | -1% | 11%
Cc1cc(C)cc(C(=O)Nc2nnc(SCC(=O)N3CCCc4ccccc43)s2)c1 | -13% | 21%[57.1 µM] | -16% | 9% | 11% | 3% | -17% | -3% | 19%
Clc1ccc(C2CC(c3cccs3)n3ncnc3N2)cc1Cl (stereo unspecified) | -3% | 6%[57.1 µM] | 5%[57.4 µM] | 6% | 4% | -8% | -16% | -2% | 48%[activator]
CC(C)c1nnc(NC(=O)C2CCN(C(=O)c3ccco3)CC2)s1 | -24% | 16% | ? | 4% | -4% | 7% | -3% | 10% | -4%
CCCCN(C)C(=O)c1ccc2c(c1)NC(=O)C(CC(C)C)N2 (stereo unspecified) | 12% | 25%[57.1 µM] | 1% | -5% | -13% | -1% | -12% | -5% | -4%
COC(=O)c1cn(CC(=O)N2C(C)CCCC2C)c2ccccc12 (stereo unspecified) | 7% | -15% | -11% | 4% | -5% | 1% | -29% | -7% | 22%
CCCCN(C)C(=O)CCC(=O)NNc1nc2ccccc2c2nc(C)nn12 | 13%&-26% | 38%&-9% | -2%&-13% | -4%&-2% | 21%&17% | 3%&5% | -4%&-3% | -4%&4% | 16%&29%
CCCN1CCN(CCCNC(=O)c2cnn(-c3ccc(C)cc3)c2-n2cccc2)CC1 | -3% | 10% | -29% | 0% | -4% | -2% | -22% | i | 34%
CC(c1nnc(SCC(=O)Nc2ccc3[nH]c(=O)[nH]c3c2)n1Cc1ccccc1)N(C)C (stereo unspecified) | -7% | 6% | 0% | -1% | 17% | -7% | -24% | 6% | 34%
Cc1nc2nc(C)c(NS(=O)(=O)c3ccc(Cl)s3)c(=O)n2[nH]1 | 1% | 7%[57.1 µM] | ? | 1% | 35%[activator] | 4% | -1% | 1% | 34%
O=C1C2C3c4ccccc4C(c4ccccc43)C2C(=O)N1CN1CCOCC1 (stereo unspecified) | -3% | 6% | 1% | 4% | -3% | / | -9% | -5% | 8%
Cn1nc(NC(=O)C(C)(C)C)c2c(F)cccc21 | 3% | 9% | 48%[activator] | -5% | 6% | 7% | -7% | 4% | 28%
CCc1ccc2nc(N(CCCN(C)C)C(=O)c3ccc4c(c3)OCCO4)sc2c1 | -8% | 13% | ? | 14% | -3% | 8% | -30% | -9% | 13%
COc1ccc(C(=O)CC(=O)c2ccccc2)cc1 | -26% | 15%[11.4 µM] | 0% | 6% | 5% | -9% | 158%[activator] | -1% | 269%[activator]
CCOc1cc(OCC)cc(C(=O)Nc2cccc(C(C)=O)c2)c1 | 10% | -14% | -26% | -1% | -1% | -3% | -17% | -1% | 20%
CCCn1c(-c2cccs2)nc2ccccc21 | 31% | -9% | -12% | 6% | 0% | 2% | 8% | -5% | 43%[activator]
O=C(COC(=O)C1CCCCC1)Nc1cc([N+](=O)[O-])ccc1F | 1% | -6% | -8% | -2% | 2% | 1% | -1% | 8% | 25%
O=C(c1ccco1)N1CCN(Cc2cc(=O)c(OCc3ccccc3)co2)CC1 | 17% | -23% | -14% | 0% | 7% | 2% | -7% | -6% | 33%
O=C(c1ccccn1)c1cc2ccccc2n1S(=O)(=O)c1ccccc1 | -23% | -4% | -15% | 5% | 2% | 16% | ? | -6% | 9%
CC(C(=O)NCCN1CCOCC1)(c1ccccc1)c1ccccc1 | 4% | 25% | 10% | 5% | 39% | 3% | -12% | i | 10%
O=[N+]([O-])c1cccc(/C=N/n2cnnc2)c1 | 5% | -10% | 60%[activator] | 6% | 14% | -6% | -3% | 2% | 35%
CCCC(C(=O)NC1CCCC1)N(Cc1ccccc1Cl)C(=O)c1snc(C(N)=O)c1N (stereo unspecified) | 14% | -1% | 13% | 5% | 3% | 11% | -7% | 10% | 38%
Cc1ccc(S(=O)(=O)N(C)C)cc1NC(=O)COc1cccc(-n2cnnn2)c1 | 18% | 31% | -8% | 1% | 7% | 13% | -2% | -17% | 8%

Some values from the results shown:
JMJD2A Tudor inh, `O=C1C2C3c4ccccc4C(c4ccccc43)C2C(=O)N1CN1CCOCC1` (stereo unspecified) stands at -9%
rTrxR1 inhibitor, `Cc1ccc(S(=O)(=O)N(C)C)cc1NC(=O)COc1cccc(-n2cnnn2)c1` stands at 31%

The list goes on.
SMILES | RGS4 inh | rTrxR1 inhibitor | ALOX12 inh | Pin1 inh | GLS inh | ERG-DNA inh | JMJD2A Tudor inh | Tb PGK inh | HP1b binding inh
CC(=O)Nc1ccc(C(=O)OCC(=O)N(c2ccccc2)C2CCS(=O)(=O)C2)cc1 (stereo unspecified) | -9% | 26% | 1% | -1% | 1% | -10% | 0% | -9% | 42%[activator]
COc1ccc(/C=C/C(=O)c2cc(F)ccc2OC(=O)c2ccccc2OC)cc1OC | -31% | 23%[57.1 µM] | -5% | 12% | -11% | 7% | -30%[57.1 µM] | -10% | 14%
COc1ccc(CCNC(=O)CCc2cn(Cc3ccc(F)cc3)c3ccccc23)cc1OC | 15% | -4% | -24% | 52%[activator] | -7% | 7% | -27% | i | 6%
O=C(COC(=O)c1cnc(Cl)c(Cl)c1)Nc1cccc(S(=O)(=O)N2CCOCC2)c1 | -7% | -5% | -16% | -5% | -10% | 6% | 3% | -2% | 27%
OCCC1CN(Cc2ccccc2-c2ccco2)CCN1Cc1ccsc1 (stereo unspecified) | -1% | 21% | -5% | -6% | 17% | -6% | -19% | 0% | 35%
Cc1nc2nc(NC(=O)c3ccc(C(C)(C)C)cc3)[nH]n2c(=O)c1Cl | -15% | 14% | ? | ? | 6% | 5% | -21% | -2% | 50%[activator]
COCCn1c(SCC(=O)NC2CCCCC2)nnc1-c1ccncc1 | 15% | 6% | -19% | 6% | -2% | -10% | -9% | 7% | -9%
CC(=O)N1CCCc2cc(S(=O)(=O)N3CCN(C4CCCCC4)CC3)ccc21 | 17% | 4% | 0% | 1% | 6% | 6% | -10% | 0% | 16%
COc1ccccc1Nc1cc(C)nc2c(C)ccc([N+](=O)[O-])c12 | 5% | -2% | -18% | -2% | -2% | -3% | 10µM* | -6% | 16µM*
COc1cccc(C2c3cc4c(cc3OC(NNC(N)=O)C2C)OCO4)c1O (stereo unspecified) | 4% | 11%[11.4 µM] | 16µM* | 0% | 21% | 1% | ? | 0% | -13%
COc1ccc(-c2ccc3c(c2)C2CC3CCN2Cc2ccc(OC(F)(F)F)cc2)cc1 (stereo unspecified) | 5% | 43%[activator] | -5% | 0% | 1% | 22% | -14% | -5% | 11%
CC(C)c1cc(C(=O)Nc2ccc3c(c2)OCO3)no1 | -11% | 41%[activator] | 16% | 0% | -9% | 9% | -14% | -11% | 40%[activator]
COC(=O)c1ccc(NC(=O)CCc2c(C)nn(-c3ccc(N4CCOCC4)nn3)c2C)cc1 | -16% | 6%[57.1 µM] | 1%&1% | -3% | 2% | 2% | -10% | -2% | 69%[activator]
O=S(=O)(N/N=C/c1ccc(N2CCOCC2)cc1)c1ccc(Br)cc1 | 10% | -2% | -24% | 4% | -4% | -23% | -22% | -4% | 33%
C=CCSC(CC)(CC)C(N)=O | 2% | 20% | -17% | -2% | 0% | -4% | -11% | i | 14%[57 µM]
CC(C)COc1ccc(C(=O)Nc2ncn[nH]2)cc1 | 2% | 9%[57.1 µM] | 0% | 2% | 9% | -14% | -18% | -2% | 21%
CCOC(=O)Cc1csc(NC(=O)c2cc(C)cc(C)c2)n1 | 9% | 4% | 25% | 3% | 6% | -3% | -8% | -3% | 45%[activator]
COc1cc(CN2CCNC(=O)C2CC(=O)N(C)Cc2ncc[nH]2)cc(OC)c1 (stereo unspecified) | -25% | 23%[57.1 µM] | 0% | -5% | 4% | 13% | -17% | i | 40%[activator]
O=C(CN1CCN(c2cccc(Cl)c2)CC1)Nc1nccs1 | -15% | 6% | -3% | -6% | 2% | -2% | -6% | -9% | 23%
Cc1ccc(C(=O)N/N=C\c2cccc(OC(=O)c3cccc(F)c3)c2)cn1 | -10% | 6%[57.1 µM] | -7% | -4% | -2% | -5% | -9% | 2% | 72%[activator]
Cc1cc(NC(=O)C2CCCCC2C(=O)O)no1 (stereo unspecified) | 2%[11.4 µM] | -7% | 0% | ? | -15% | -1% | -1%[11.4 µM] | -5% | 2%

Only part of the results is shown, so the mix of outcomes need not match the whole.
